Compound activity (PubChem)
SR-BI DiI-HDL act: activators of SR-BI mediated DiI-HDL uptake, primary screen, ldlA[mSR-BI] CHO cells, DiI fluorescence. 3 h; 100 = double the neutral-control signal. activation, % at 12.5 µM. 320,000 compounds, 0.096% hits;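 active means mean replicate activation of at least 60% and every replicate at or above 60%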;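 further: 0% = median plate neutral-control signal and 100% = twice that signal; values of inactives mirror those of a sister screen read the other way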
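Assay system: LDL receptor-deficient CHO ldlA cells overexpressing murine SR-BI / Medium: BSA-supplemented, HEPES-buffered Ham's F12, pH 7.4 / Probe or stimulus: DiI-labelled HDL at 10 µg/mL final / Timing: compound with DiI-HDL co-incubation, 3 h at 37 °C / Technique: bottom-read cell fluorescence after medium removal, ex 550/em 595 nm / Measure: HDL uptake via cellular fluorescence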
PKA-R2B act: activators of PKA-R2B holoenzyme, primary screen, biochemical, fluorescence polarization, Cy5-IP20, human | cAMP-dependent protein kinase catalytic subunit beta (Homo sapiens) + cAMP-dependent … | PKA-R2B holoenzyme dissociation; R2B truncated from residue 108, S112A mutant; 0% DMSO only, 100% 113 µM cGMP | activation, % at 11.4 µM | 340,000 compounds, 0.079% hits;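 active means activation above a cutoff set at the mean over all compounds plus 3 SD, cut at about 18% in these data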;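 further: higher means more holoenzyme dissociation and a rise in polarization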
Target sequence (P31323 whole entry, looked up, other chains not shown, the tested form may be a part): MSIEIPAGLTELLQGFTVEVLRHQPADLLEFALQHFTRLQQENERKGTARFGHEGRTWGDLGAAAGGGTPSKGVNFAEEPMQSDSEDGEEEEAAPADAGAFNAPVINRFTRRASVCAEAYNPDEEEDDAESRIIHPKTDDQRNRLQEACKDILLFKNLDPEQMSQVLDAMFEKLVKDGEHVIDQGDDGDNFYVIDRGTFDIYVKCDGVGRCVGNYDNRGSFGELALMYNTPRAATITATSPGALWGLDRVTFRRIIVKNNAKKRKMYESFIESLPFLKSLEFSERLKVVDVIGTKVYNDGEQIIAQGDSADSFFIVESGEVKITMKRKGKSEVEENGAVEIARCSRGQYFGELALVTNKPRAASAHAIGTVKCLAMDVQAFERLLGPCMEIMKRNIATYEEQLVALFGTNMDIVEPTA
CDK5 p35 inh: inhibitors of human CDK5/p35 kinase, primary screen, biochemical, single concentration; 330,000 compounds, 0.01% hits; inhibition, % at 10 µM; AID 488839, 2010; Recombinant CDK5/p35, ADP-Glo luminescence, 60 min;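 active means highest replicate inhibition of at least 50% and at least 75% of replicates reaching 50%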;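 further: plate controls were DMSO neutral control for no effect and GW8510 at 10 µM for full effect; many of its hits are not listed in these tables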
NSD2 HMT inh: NSD2 histone methyltransferase inhibitors, primary screen, biochemical, AlphaScreen, single concentration, set 2 | Histone-lysine N-methyltransferase NSD2 (Homo sapiens), O96028 | NSD2 peptide methylation, 120 min | inhibition, % at 12.5 µM | 310,000 compounds, 0.54% hits | AID 743445, 2014; in the data active means inhibition above about 50%
DSG3 Ab inh: inhibitors of pemphigus antibody binding to DSG3, primary screen, biochemical, bead-based, flow cytometry, scFv-GFP; DSG3-coupled beads, scFv-anti-DSG3-GFP binding; stronger effect = lower value; binding (percent of control), % at 10 µM; 310,000 compounds, 0.48% hits; AID 588358, 2011;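 active means binding more than 3 SD below its plate's average and above zero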; further: some compounds called inactive have numbers as strong as hits
SR-BI DiI inh: inhibitors of SR-BI mediated HDL lipid uptake, primary screen, ldlA[mSR-BI] cells, fluorescence, single point. Scavenger receptor class B member 1 (Mus musculus), Q61009. ldlA[mSR-BI] CHO cells, DiI-HDL uptake fluorescence, 3 h. inhibition, % at 12.5 µM. 320,000 compounds, 0.96% hits. AID 488896, 2010;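 active means mean replicate inhibition of at least 70% and a set share of replicates each scoring 70 or more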;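 further: 0% = median of neutral control wells and 100% = median of positive control wells; values of inactives mirror those of a sister screen read the other way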
PKA-R1A activ: activators of PKA-R1A holoenzyme, primary screen, biochemical, fluorescence polarization, Cy5-IP20, bovine R1A, mouse PKAc | cAMP-dependent protein kinase type I-alpha regulatory subunit (Bos taurus) + … | PKA-R1A dissociation; scaled: DMSO 0%, 113 µM cGMP 100% | activation, % at 11.4 µM | 340,000 compounds, 0.083% hits | AID 504707, 2011;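 active means percent activation above the mean of all tested compounds plus 3 SD, cut at about 19% in these data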;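 further: higher means more PKAc released from R1A so a rise in polarization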
Arr AP2 block: inhibitors of beta-arrestin/AP2 binding, primary screen, biochemical, GPCR trafficking, flow cytometry; 340,000 compounds, 0.31% hits; AID 504490, 2011; FITC-arrestin peptide / GST-AP2 beads; AP2 beta2 appendage carries R879A mutation; beta-arrestin 1 C-terminal peptide binding to AP2 beta2-adaptin appendage (human); inhibition, % at 10 µM;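 active means inhibition above a set limit, near 3 SD of compounds lacking own fluorescence, cut at about 54% in these data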;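 further: plate controls were DMSO wells for no effect and 5 µM unlabelled arrestin peptide for full effect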
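System: GST-AP2 R879A glutathione beads. Medium: PBS with 0.05% Tween 20 and 0.1% BSA. Also added: FITC-arrestin peptide, 50 nM. Incubation: 12 min plus 1 h, RT. Measured by: high-throughput flow cytometry of beads, ex 488, em 535 nm. Evaluation: percent drop in bead-associated FITC signal.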
Mot1-301 SUMO: yeast Mot1-301 growth rescue at high temperature, primary screen, SUMOylation pathway inhibitor project, S. cerevisiae, ATP luminescence, 38.5C | S. cerevisiae Mot1-301 growth rescue; percent above DMSO median, 100 means doubled | growth rescue, % at 18.8 µM | 320,000 compounds, 1% hits | AID 2716, 2010;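 active means every valid replicate shows activation above 250% relative to neutral control wells; inactive means the rest, any valid replicate at or below 250%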;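 further: OY570 slx delta 5 strain wells were the positive control but not used for scaling; some compounds called inactive have numbers as strong as hits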
dFosB act: activators of delta FosB homodimer, primary screen, biochemical, fluorescence polarization, TAMRA-CDK5 oligo, single point | 340,000 compounds, 0.99% hits | purified delta FosB; percent of positive-control signal above neutral wells | activation, % at 25 µM | Protein FosB (Mus musculus), P13346;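 active means mean activation above about 17%, with every replicate also reaching it, limit read from the data, passing the limit was not always enough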;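 further: fluorescence polarization rise as delta FosB binds a TAMRA Cdk5 AP-1 oligo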
Target sequence (P13346 whole entry, looked up): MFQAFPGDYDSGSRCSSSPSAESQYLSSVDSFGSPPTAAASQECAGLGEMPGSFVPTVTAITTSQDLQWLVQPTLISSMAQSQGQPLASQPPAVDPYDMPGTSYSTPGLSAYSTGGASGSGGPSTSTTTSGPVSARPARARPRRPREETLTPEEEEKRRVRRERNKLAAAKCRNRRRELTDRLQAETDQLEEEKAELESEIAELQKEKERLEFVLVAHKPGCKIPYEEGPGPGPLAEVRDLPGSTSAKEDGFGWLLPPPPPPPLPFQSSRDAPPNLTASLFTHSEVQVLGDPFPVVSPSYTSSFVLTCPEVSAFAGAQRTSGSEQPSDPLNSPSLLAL
MITF act: activators of MITF-driven TRPM1 promoter reporter, primary screen, cell-based, SK-MEL-5, luciferase, single point | 300,000 compounds, 0.75% hits | SK-MEL-5 TRPM1-promoter luciferase, 24 h; % of positive control, neutral wells = 0 | AID 588334, 2011 | activation, % at 12.5 µM;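 active means mean activation of at least 80% with every replicate also reaching 80%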;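 further: 0% = neutral control wells and 100% = parthenolide positive control wells; values of inactives mirror those of a sister screen read the other way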
* hit, by the source's call; / = not tested or not shown.

SMILES	SR-BI DiI-HDL act	PKA-R2B act	CDK5 p35 inh	NSD2 HMT inh	DSG3 Ab inh	SR-BI DiI inh	PKA-R1A activ	Arr AP2 block	Mot1-301 SUMO	dFosB act	MITF act
C#CCOCCOCCOCCNc1nc(N2CCN(C(=O)CCCCCCCCCCNC(=O)[C@@H](CCSC)n3cc(CCO)nn3)CC2)nc(N2CCN(C(=O)CCCCCCCCCCNC(=O)[C@H](CCC(=O)O)n3cc(CCCCCN)nn3)CC2)n1	26.2	6.4	0.4	/	106.2	-26.2	4.1	0.1	-9.4	-28.8	16.5
COc1ncnc2c1oc1ccccc12	25.0	-7.1	-3.8	-1.2	93.0	-25.0	-7.4	0.3	134.3	-6.3	22.7
O=C(C1CCN(CCCc2ccccc2)CC1)N1CCCCC1	-15.1	-5.6	-5.5	2.1	113.2	15.1	-10.6	-4.3	3.9	-0.5	-5.9
COC(=O)c1ccn(-c2nc(-c3ccco3)cc(C(F)(F)F)n2)n1	6.9	2.5	-0.4	1.0	/	-6.9	0.3	3.6	10.2	-27.8	/
COCCN1C(=O)c2ccc(C(=O)NCc3cccnc3)cc2C1=O	30.4	-3.9	1.1	-0.7	123.5	-30.4	9.1	1.6	-19.5	-4.9	-10.0
CCOc1ccc(-c2cc(C(=O)N3CCCC3)c3ccccc3n2)cc1	-55.5	0.9	-0.4	/	111.1	55.5	3.7	-20.0	-1.3	-7.9	67.3
Cc1cc(N2CCN(C(=O)Nc3ccc(F)cc3F)CC2)c2ccccc2n1	3.6	4.2	1.4	-0.5	108.2	-3.6	-2.6	-4.6	-8.2	-9.4	7.8
CCOC(=O)c1ccc(NCCc2ccc(OC)c(OC)c2)c(N)c1	-17.3	9.2	0.1	3.6	114.1	17.3	-5.1	-8.7	-5.2	-4.3	/
COc1ccc(OCCCn2cccc2/C=C2/C(=N)N3OC(C)=CC3=NC2=O)cc1	-32.2	-10.5	-0.4	4.9	98.7	32.2	-7.3	-8.2	8.6	-10.2	1.4
CCN(CC(=O)Nc1ccccc1OC)Cc1csc(CC(=O)Nc2ccc(C)cc2)n1	-58.0	-6.6	-0.5	-1.8	98.9	58.0	-4.6	-14.9	1.6	-5.4	-4.8
Cc1cc(N/N=C/c2ccc(N(C)C)cc2)c2ccccc2n1	-14.5	1.9	0.1	-1.9	121.6	14.5	-6.5	17.5	10.0	-15.1	26.9
COc1cc(NC(=S)NCCC(c2ccccc2)c2ccccc2)cc(OC)c1	-6.8	3.6	-0.3	-1.5	83.8	6.8	8.3	11.3	1.3	-5.1	4.8
C/C(=N/OC(=O)c1ccc(F)cc1)c1ccc(C)cc1	16.9	7.3	-0.8	-1.9	91.7	-16.9	-3.6	-5.9	11.7	2.1	5.2
COc1ccc(-n2nnnc2SCC(=O)Nc2cccc(C)n2)cc1OC	-20.8	-1.9	6.2	6.1	107.6	20.8	-1.4	16.0	3.4	-8.0	-5.7
CCN(CC)C(=S)NC(=O)c1ccc(OC)c(Br)c1	-2.9	-1.6	-2.4	1.4	98.4	2.9	-1.9	2.3	39.0	-4.0	-9.0
Oc1ccc(C2=NN(c3ccccc3)C(c3ccc(F)cc3)C2)cc1 (configuration not stated)	-26.8	-8.3	0.7	-5.4	120.5	26.8	-8.2	-1.1	-31.0	-7.3	-4.1
COc1ccccc1Nc1c2c(nc3ccc(N)cc13)CCCC2	-28.5	-5.6	-3.4	13.1	87.2	28.5	0.5	1.5	-18.1	-4.8	2.0
CN(C)CCCNC(=S)N(CCN(C)C)Cc1cc2cc3c(cc2[nH]c1=O)OCCO3	-13.2	2.0	-0.3	16.8	107.8	13.2	-6.7	13.7	36.0	7.9	-22.6
COc1cc(O)c2c(c1)OC(C)(C)CC2=O	8.6	-4.8	-0.9	-3.3	96.8	-8.6	-11.1	-3.0	176.2	2.8	/
CCCn1nc2cc(C(=O)N(CC)c3ccc(OC)cc3)ccc2c1OCC	-2.7	1.2	0.5	/	99.8	2.7	1.9	19.1	26.9	-8.0	7.9
Cc1c(S(=O)(=O)N2CCOCC2)c(=O)n(C)c(=O)n1C	8.3	0.1	-0.6	/	98.4	-8.3	4.5	19.6	-11.7	0.6	-7.7
N/C(=N\OC(=O)c1cccc(Br)c1)c1ccc(Br)cc1	-10.9	-11.4	0.2	-1.6	95.1	10.9	-6.7	-8.2	-17.1	2.5	3.0
O=C1CC(C(=O)N2CCOCC2)C2(CCCC2)O1 (configuration not stated)	-16.7	1.4	0.4	-0.4	101.5	16.6	-10.0	26.6	229.1	1.4	1.9
O=C(c1cccs1)N1CCN(c2nc3c(F)cc(F)cc3s2)CC1	9.4	-8.0	0.6	-3.9	112.7	-9.4	-0.9	-15.5	1.6	-2.8	48.2
COCCCNC(=O)C[C@H]1C[C@H](C(=O)N2CCCCC2)[C@@]2(CCc3ccccc3)c3[nH]c4cc(-c5ccco5)ccc4c3CCN2C1=O	11.1	0.8	0.8	/	92.5	-11.1	-6.0	25.8	/	-3.0	-11.5
Cc1nnc(SC(C)C(=O)NC2CCCCC2)[nH]c1=O (configuration not stated)	-6.3	6.0	0.3	1.3	98.3	6.3	5.0	-13.6	/	-5.1	6.4
O=C(NC(CC(=O)N1CCN(c2ccc([N+](=O)[O-])cc2)CC1)c1ccccc1)c1ccccc1Cl (configuration not stated)	-39.5	10.9	0.2	0.7	98.7	39.5	-3.5	34.9	8.4	5.7	-1.8
CCN(CC)S(=O)(=O)c1ccc(S(=O)(=O)Nc2cc3c(cc2C(C)=O)OCO3)cc1	-3.1	-4.8	1.1	0.2	91.9	3.1	-7.1	31.0	219.1	-5.9	6.2
CCCCN(CCCNc1ncnc2nc[nH]c12)c1ccccc1	25.2	3.8	0.1	/	97.5	-25.2	-11.2	18.1	-9.8	-5.1	-10.5
COc1cccc(CNCCN2CCOCC2)c1OC	26.0	-2.1	0.4	-4.5	102.6	-26.0	-2.6	8.8	192.5	-0.5	/
CC1CCN(C(=O)COC(=O)c2ccc3ccccc3n2)CC1	10.1	8.5	1.7	-3.0	/	-10.1	12.0	3.1	-16.7	-2.6	/
COC(=O)[C@H](CC(C)C)NS(=O)(=O)N[C@@H](CC(C)C)C(=O)OC	10.3	-16.3	1.1	/	99.3	-10.3	2.9	17.4	1.8	3.9	5.8
CCn1cc(/C=N/NC(=O)c2ccc3c(c2)OCO3)cn1	30.9	3.9	2.2	-2.3	102.0	-30.9	0.8	-5.8	153.7	-5.4	7.1
CC1CC(C)CN(C(=O)CNS(=O)(=O)c2cccs2)C1 (configuration not stated)	13.7	-3.7	-0.5	-0.6	114.0	-13.7	-4.1	-0.2	0.6	0.4	10.4
O=C(COC(=O)Cc1ccc(Cl)cc1Cl)Nc1ccc(OC(F)F)cc1	2.6	-9.1	-0.4	0.4	95.7	-2.6	-2.9	-11.5	1.1	-3.8	9.4
COc1ccc(C(=O)NCCCc2nc3ccccc3n2Cc2ccccc2C)cc1OC	-16.5	12.7	-2.5	/	92.9	16.5	-4.0	5.0	31.7	-17.6	/
COc1ccc(NC(=O)CN2CCc3ccccc3C2)cc1S(=O)(=O)N1CCOCC1	2.8	6.9	1.1	9.7	105.3	-2.8	-14.4	-6.6	2.6	-5.8	-5.8
COc1ccccc1NC(=O)C1=C(C)Nc2ncnn2C1c1cccs1 (configuration not stated)	-0.4	-2.0	-4.2	-4.8	101.9	0.4	6.3	14.4	90.8	-3.8	4.3
CC1(c2ccc(Cl)cc2Cl)NC(=O)N(CC(=O)N2CCN(C(=O)c3ccco3)CC2)C1=O (configuration not stated)	1.9	0.0	1.5	1.3	104.4	-1.9	-12.2	-2.5	-7.5	-1.4	0.7
Cn1c(C(=O)NCCCN2CCN(c3cccc(Cl)c3)CC2)cc2c(=O)n(C)c3ccccc3c21	-52.5	2.3	1.6	/	114.8	52.5	7.3	7.8	-12.4	-7.3	/
COC(=O)CN(c1ccccc1F)S(=O)(=O)c1ccc(C)cc1	-3.8	2.1	-1.4	-1.9	98.8	3.8	7.6	-2.7	-6.0	-0.5	-1.3
COC(=O)c1cc(OC)cc(O)c1C(=O)c1c(O)cc(C)cc1O	-4.7	-5.3	0.5	/	107.8	4.7	-4.8	7.8	9.9	-2.8	16.0
CC(C)c1ccc(NC(=O)CN2C(=O)NC3(CCCC3)C2=O)cc1	/	-1.4	0.2	-1.2	112.8	/	7.5	0.4	199.1	-8.3	11.3
CCc1ccc(C2C(C#N)=C(N)SC(N)=C2C#N)s1	-0.3	-2.6	2.2	/	124.7	0.3	-4.6	2.4	38.5	-10.8	-3.9
COc1ccc(/C(C)=N\O)cc1OC	12.4	-5.4	-0.7	-0.6	/	-12.4	-6.2	-9.6	8.8	-1.2	/
O=C(OCC(=O)N1CCc2ccccc2C1)c1ccc(F)cc1Cl	-16.8	-4.2	0.7	-2.5	96.9	16.8	-1.9	5.7	21.6	-8.0	48.8
Fc1ccc(N2CCN(c3ncnc4nc[nH]c34)CC2)cc1	8.0	-1.8	0.6	/	103.1	-8.0	-17.1	0.5	5.0	-7.6	26.2
